# From PubChem
# GPR55 activation – selective activators of receptor GPR55 – imaging, U2OS cells, beta-arrestin-GFP redistribution, primary screen (AID 1961) | U2OS GPR55 beta-arrestin-GFP redistribution imaging; higher % means a stronger effect | one-dose activation, % at 10 µM; EC50 in µM for titrated hits | 290,000 compounds, 0.048% hits;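 active = activation above 40% with more than 50 cells counted in the well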;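 note: U2OS osteosarcoma cells stably expressing GPR55 and beta-arrestin-GFP; plate controls were DMSO negative control for no effect and LPI positive control for full effect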
# LYP inhibition – inhibitors of LYP phosphatase, biochemical, fluorescence intensity, uHTS (AID 1779); one-dose inhibition, % at 11.5 µM; IC50 in µM for titrated hits; 290,000 compounds, 0.054% hits; recombinant LYP phosphatase, fluorescence intensity; higher % means a stronger effect; in the data active = inhibition above about 50%;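 note: plate controls were vehicle with enzyme for no effect and no enzyme for full effect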
# SV40 large T antigen – SV40 large T antigen inhibitors, biochemical (AID 1903); SV40 large T antigen ATPase/helicase inhibition assay; higher % means a stronger effect; inhibition, % at 20 µM; hits with a dose series show IC50 in µM; 310,000 compounds, 0.39% hits; in the data active = a potency from the dose series; note: strong numbers were not always called active
# MgcRacGAP inhibition – MgcRacGAP GTPase-activating activity inhibitors, confirmation, biochemical, ADP Hunter fluorescence. inhibition, % at 30 µM, or IC50 in µM where a hit was titrated. MgcRacGAP-stimulated Rac1 GTP hydrolysis, ADP Hunter fluorescence; higher % means a stronger effect; GST-tagged Rac1 F28L mutant substrate. 340,000 compounds, 0.6% hits;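 active = first-screen hits whose inhibition reached a set limit at any dose in the follow-up dose series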;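 note: fluorescence reports GDP produced by GAP-driven GTP hydrolysis; strong numbers were not always called active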
# T cell HTS – T cell immune modulators affecting CD8 T cell-vesicle binding | 330,000 compounds, 0.068% hits | calls only at 7 µM | 2C CD8+ T cell-vesicle binding, flow cytometry; stronger effect = lower value | AID 2052;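 active = response, share of CD8 T cells binding vesicles, and their 90th percentile fluorescence all below set limits, cut at about 80% in these data, passing the limit was not always enough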
#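 Assay system – 2C mouse CD8+ T cells · Also added – QL9-loaded Drosophila micro-vesicles · Timing – Cell–vesicle co-incubation 1.5 h at 37 °C, staining 20 min on ice · Signal – flow cytometry of vesicle-bound cells · Measure – percent CD8+ FL2 mean versus row control · Controls – Peptide-free naked vesicles (low) and QL9 vesicles with 0.7% DMSO vehicle (high)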
# GPR55 LPI antagonism – GPR55 antagonists blocking LPI-driven arrestin recruitment, primary screen, imaging, U2OS, beta-arrestin-GFP, LPI agonist (AID 2013) | 290,000 compounds, 0.13% hits | U2OS GPR55 beta-arrestin-GFP translocation imaging, LPI antagonism; higher % means a stronger effect | inhibition, % at 10 µM, or IC50 in µM where a hit was titrated;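 active = spots per cell inhibited over 60%, with over 100 cells counted and total cytoplasm intensity under 500,000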;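 note: U2OS cells stably carrying GPR55 and arrestin-GFP stimulated by 5 µM LPI near EC80; imaged beta-arrestin-GFP aggregate spots per cell after agonist stimulation; plate controls were LPI-stimulated DMSO wells for no effect and DMSO wells without LPI for full effect; some results filed as inactive read as strong as hits; confirmed hits need IC50 under 10 µM and bright autofluorescent wells are also inconclusive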
# Lipid droplet – modulators of hepatic lipid droplet formation | AML12 mouse hepatocytes, oleate lipid droplets, BODIPY imaging | inhibition, % at 6.5 µM | 240,000 compounds, 0.4% hits | AID 1656;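 active = lipid droplet intensity inhibited by at least 50%, with more than 500 cells counted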
#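 Assay system: AML12 mouse liver cells | Compound dosing: One dose, 6.5 µM compound | Read-out basis: Droplet intensity reduction, % inhibition | Measured by: Fluorescence imaging, 20x objective, two fields per well | Schedule: Overnight treatment with compound plus oleate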
# NTR1 ag – agonists of NTR1, primary screen, imaging, U2OS cells, beta-arrestin-GFP, high content (AID 493036); activation, % at 20 µM; P30989; 330,000 compounds, 0.17% hits; NTR1-U2OS beta-arrestin-GFP spot imaging, agonist mode;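 active = activation at or above 40% of the spot to cytoplasm intensity ratio, with at least 20 cells analyzed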;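 note: 0% = DMSO without peptide and 100% = 100 nM NTR1 peptide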
# Target sequence (P30989 whole entry, looked up): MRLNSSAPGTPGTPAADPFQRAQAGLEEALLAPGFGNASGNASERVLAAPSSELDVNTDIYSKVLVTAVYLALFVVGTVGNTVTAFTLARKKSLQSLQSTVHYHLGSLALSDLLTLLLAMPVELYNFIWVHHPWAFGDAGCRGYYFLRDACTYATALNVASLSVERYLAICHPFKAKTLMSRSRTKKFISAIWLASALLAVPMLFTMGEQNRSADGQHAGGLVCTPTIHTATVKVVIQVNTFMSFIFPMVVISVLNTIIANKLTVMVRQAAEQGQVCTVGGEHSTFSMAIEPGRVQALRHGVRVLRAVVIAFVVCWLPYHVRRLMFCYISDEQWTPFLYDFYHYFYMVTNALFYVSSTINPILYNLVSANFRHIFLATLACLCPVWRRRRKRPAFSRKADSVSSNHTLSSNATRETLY
# GPR35 antagonists – GPR35 antagonists blocking zaprinast-driven arrestin recruitment, primary screen, imaging, U2OS, beta-arrestin-GFP, zaprinast agonist (AID 2058); U2OS GPR35 beta-arrestin-GFP translocation imaging, zaprinast antagonism; higher % means a stronger effect; inhibition, % at 10 µM, or IC50 in µM where a hit was titrated; 290,000 compounds, 0.052% hits;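 active = inhibition of at least 50% with at least 30 cells and total cytoplasm GFP at most 10,000,000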
# Lipid droplet cells 6.5 µM – recorded beside Lipid droplet, whose call it bears; cell count; measured here: cell count, cytotoxicity flag;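 cells counted across two imaged fields per well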
# T cell HTS vesicle-bound % – second read-out of T cell HTS, no call of its own (marks repeat the call); double positive events, %; measured here: CD8+ vesicle-bound cell fraction;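 binding gate set so that unloaded-vesicle control wells show 10% double positive cells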
# NTR1 ag cell count 20 µM – also measured in NTR1 ag; calls as there; cell count; measured here: cell count, cytotoxicity flag
# Starred values were filed as active, the others as inactive; i = inactive; x = no result given.
# The first 10 compounds, to show the layout:
cpd	canonical_smiles	Lipid droplet	GPR55 LPI antagonism	MgcRacGAP inhibition	T cell HTS vesicle-bound %	LYP inhibition	NTR1 ag	NTR1 ag cell count 20 µM	GPR35 antagonists	T cell HTS	SV40 large T antigen	Lipid droplet cells 6.5 µM	GPR55 activation
1	CCc1nc(SCc2cccnc2)c2c(=O)n(C)c(=O)n(C)c2n1	-2	9%	1%	28	-2%	8.3	62	1%	i	6%	738	-0.1%
2	CCSc1ncc(C)cc1[N+](=O)[O-]	16	14%	8%	35	-5%	0.7	49	14%	i	3%	598	-0.4%
3	O=C(NCCc1ccccc1)C1CCN(Cc2ccccc2F)CC1	-4	8%	19%	31	-8%	-1.2	65	-10%	i	-4%	600	0.1%
4	Cc1ccc([N+](=O)[O-])cc1N=Nc1c(-c2ccc([N+](=O)[O-])cc2)[nH]n(C(N)=S)c1=O	22	4%	15%	x	3%	x	x	-6%	x	18%	654	0.0%
5	CCCNC(=O)COc1coc(CN2CCN(C(=O)c3ccco3)CC2)cc1=O	x	x	1%	40	x	-0.9	54	x	i	9%	x	x
6	CS(=O)(=O)c1ccc(Cl)c(NC(=O)CSc2nncn2-c2ccccc2)c1	-5	0%	-5%	30	-6%	0.9	53	4%	i	7%	781	-0.2%
7	Cc1ccc(S(=O)(=O)NC2c3cccc4cccc(c34)C2Sc2n[nH]c(N)n2)cc1 (centres undefined)	-2	4%	-1%	49	4%	4.7	59	-14%	i	11%	654	-0.2%
8	CC1CCCN(C(=O)C2CCN(S(=O)(=O)c3cccc4cccnc34)CC2)C1 (centres undefined)	x	8%	0%	43	-10%	6.4	48	-2%	i	8%	x	-0.2%
9	NC(=O)CN1CCOCCOCCN(CC(N)=O)CCOCCOCC1	0	-10%	0%	41	1%	1.0	55	8%	i	10%	720	0.0%
10	O=C(Cc1ccccc1)NS(=O)(=O)c1ccc(N=NN2CCOCC2)cc1	-1	5%	0%	66	6%	1.5	57	-5%	i	2%	574	0.0%

# The listing, repeating the preview:
cpd	canonical_smiles	Lipid droplet	GPR55 LPI antagonism	MgcRacGAP inhibition	T cell HTS vesicle-bound %	LYP inhibition	NTR1 ag	NTR1 ag cell count 20 µM	GPR35 antagonists	T cell HTS	SV40 large T antigen	Lipid droplet cells 6.5 µM	GPR55 activation
1	CCc1nc(SCc2cccnc2)c2c(=O)n(C)c(=O)n(C)c2n1	-2	9%	1%	28	-2%	8.3	62	1%	i	6%	738	-0.1%
2	CCSc1ncc(C)cc1[N+](=O)[O-]	16	14%	8%	35	-5%	0.7	49	14%	i	3%	598	-0.4%
3	O=C(NCCc1ccccc1)C1CCN(Cc2ccccc2F)CC1	-4	8%	19%	31	-8%	-1.2	65	-10%	i	-4%	600	0.1%
4	Cc1ccc([N+](=O)[O-])cc1N=Nc1c(-c2ccc([N+](=O)[O-])cc2)[nH]n(C(N)=S)c1=O	22	4%	15%	x	3%	x	x	-6%	x	18%	654	0.0%
5	CCCNC(=O)COc1coc(CN2CCN(C(=O)c3ccco3)CC2)cc1=O	x	x	1%	40	x	-0.9	54	x	i	9%	x	x
6	CS(=O)(=O)c1ccc(Cl)c(NC(=O)CSc2nncn2-c2ccccc2)c1	-5	0%	-5%	30	-6%	0.9	53	4%	i	7%	781	-0.2%
7	Cc1ccc(S(=O)(=O)NC2c3cccc4cccc(c34)C2Sc2n[nH]c(N)n2)cc1 (centres undefined)	-2	4%	-1%	49	4%	4.7	59	-14%	i	11%	654	-0.2%
8	CC1CCCN(C(=O)C2CCN(S(=O)(=O)c3cccc4cccnc34)CC2)C1 (centres undefined)	x	8%	0%	43	-10%	6.4	48	-2%	i	8%	x	-0.2%
9	NC(=O)CN1CCOCCOCCN(CC(N)=O)CCOCCOCC1	0	-10%	0%	41	1%	1.0	55	8%	i	10%	720	0.0%
10	O=C(Cc1ccccc1)NS(=O)(=O)c1ccc(N=NN2CCOCC2)cc1	-1	5%	0%	66	6%	1.5	57	-5%	i	2%	574	0.0%
11	c1cn(C23CC4CC(CC(C4)C2)C3)cn1	-28	-6%	-9%	5	1%	3.7	67	14%	i	-5%	749	-0.1%
12	Clc1cccc(Cl)c1C1Nc2cccc3cccc(c23)N1	-13	15%	3%	53	-8%	12	58	9%	i	10%	788	1.4%
13	O=C(/C=N/O)Nc1ccc(F)cc1	x	5%	18%	56	-7%	-0.3	39	-6%	i	-4%	x	0.1%
14	CN(C)S(=O)(=O)n1cc(/C=C(\NC(=O)c2ccccc2F)C(=O)NCCCn2ccnc2)c2ccccc21	8	-15%	6%	x	-4%	0.9	61	-2%	x	x	646	0.3%
15	Cc1ccc(NC(=O)C2CCCN2S(=O)(=O)c2ccc(-c3ccc(=O)[nH]n3)s2)c(C)c1 (centres undefined)	0	7%	7%	5	-1%	-0.2	66	-15%	i	8%	721	-0.2%
16	C=CCNC(=O)COc1ccccc1C#N	-5	15%	5%	51	-4%	-1.4	43	13%	i	4%	708	-0.3%
17	O=C(COc1ccc([N+](=O)[O-])cc1)Nc1ccncc1	12	12%	3%	36	3%	0.1	51	-15%	i	5%	706	-0.8%
18	O=C(NC1CC2CCCC(C1)N2S(=O)(=O)c1ccccc1)c1ccco1 (centres undefined)	x	0%	10%	30	-6%	0.0	40	2%	i	5%	x	0.2%
19	Cc1ccc(/C=N/n2c(C)nnc2C)s1	x	-4%	5%	30	3%	-1.6	88	0%	i	4%	x	-0.2%
20	CC(C)CC(=O)Nc1c2c(nn1-c1cccc(Cl)c1)CS(=O)(=O)C2	4	-2%	4%	37	-5%	0.8	67	8%	i	6%	693	-0.3%
21	CCC1Oc2ccc(C)cc2N(CC(=O)NCc2ccco2)C1=O (centres undefined)	0	12%	4%	43	-6%	0.8	26	2%	i	-4%	635	-0.1%
22	O=C(N/N=C/c1cccc2ccccc12)c1n[nH]c2c1CCCC2	-1	9%	2%	20	0%	-0.4	37	-4%	i	5%	688	-0.7%
23	Cc1ccc(NC(=O)Nc2ccc(C(=O)N3CCOCC3)cc2)cc1	28	-6%	4%	54	-7%	-2.1	50	-12%	i	1%	766	0.0%
24	Cc1cc(N2C(=O)CC(N3CCN(C(c4ccccc4)c4ccccc4)CC3)C2=O)no1 (centres undefined)	-5	13%	12%	29	-5%	-0.9	58	3%	i	6%	691	0.2%
25	COc1cccc(Nc2ncnc3sccc23)c1	12	-1%	3%	3	-5%	1.1	45	2%	i	-5%	699	-0.2%
26	CCCC(=O)Nc1cc(C)c(NC(=O)C23CC4CC(CC(C4)C2)C3)cn1	1	-19%	8%	36	-9%	-1.1	55	-2%	i	9%	811	0.2%
27	O=[N+]([O-])c1cccnc1N1CCN(c2ccccc2F)CC1	-1	12%	0%	28	-6%	1.4	61	6%	i	4%	708	0.2%
28	O=C1OCCC1Sc1nnc(-c2ccc(O)cc2)o1 (centres undefined)	x	-2%	14%	46	-6%	-0.5	53	21%	i	21%	x	-0.1%
29	COc1cc(/C=C2/NC(=O)N(c3cccc(Cl)c3)C2=O)ccc1O	-47	11%	6%	54	-7%	3.1	89	14%	i	x	424	0.2%
30	COc1cccc(OCC(=O)NNC(=O)Cc2cccs2)c1	0	9%	5%	48	-2%	1.5	61	14%	i	5%	654	-0.2%
31	CCOC(=O)N1CCN(C(=O)CC(C(=O)N2CCc3ccccc32)n2ccnc2)CC1 (centres undefined)	x	-18%	5%	32	-11%	-1.5	62	15%	i	6%	x	-0.2%
32	Cc1ccc(-c2csc3ncnc(NCCN4CCOCC4)c23)cc1	x	-7%	8%	22	-14%	0.4	47	10%	i	16%	x	0.3%
33	COc1cccc(C(=O)O/N=C(\N)c2ccccn2)c1OC	5	-4%	5%	22	-4%	-0.1	56	4%	i	2%	855	0.0%
34	CC(=O)Nc1ccc(S(=O)(=O)Nc2nc3ccccc3nc2Nc2ccc3ccccc3c2)cc1	-3	6%	6%	56	-1%	3.9	54	-9%	i	10%	535	-0.5%
35	Cc1ccc(S(=O)(=O)N(Cc2ccccc2Cl)C(=O)N2CCN(C)CC2)cc1	x	x	5%	49	x	-0.6	41	x	i	2%	x	x
36	CCNc1nc(NCC)n2c(SC(C(=O)Nc3cc(C)ccc3C)c3ccccc3)nnc2n1 (centres undefined)	4	-9%	-2%	38	3%	6.6	54	-11%	i	5%	672	0.0%
37	Cc1cc2nc(SCCOC(=O)Nc3cccc(Cl)c3)nc(C)c2cc1C	1	13%	15%	51	4%	3.7	79	-13%	i	16%	619	0.4%
38	O=C(Cn1ncc2c3ccccc3n(Cc3ccccc3)c2c1=O)NCCN1CCOCC1	-6	16%	9%	38	-6%	0.2	77	0%	i	10%	682	-0.1%
39	NS(=O)(=O)c1ccc(NC(=O)COc2ccc(C(=O)c3ccc(F)cc3)cc2)cc1	-18	-4%	-10%	45	-4%	-0.1	62	-4%	i	17%	340	-0.1%
40	COc1ccc(NC(=O)CC2C(=O)N(c3ccc(OC)cc3)C(=O)N2CCN2CCN(C)CC2)cc1 (centres undefined)	-2	-3%	0%	23	-5%	-1.4	57	0%	i	5%	656	0.1%
41	O=c1/c(=C/c2ccc(O)cc2)sc2nc3cc(Br)cnc3n12	2	6%	x	39	1%	1.5	73	-1%	i	10%	668	0.4%
42	COc1ccc(/C=N/NC(=O)CN(C2=NS(=O)(=O)c3ccccc32)c2ccccc2)cc1OC	0	12%	5%	48	4%	3.2	74	6%	i	-47%	629	-0.2%
43	COC(=O)Cc1cc(=O)n(-c2nc3ccccc3s2)[nH]1	-3	12%	11%	6	-1%	-0.5	47	4%	i	70%	598	0.4%
44	O=C(CSc1cn[nH]n1)Nc1ccccc1C(=O)O	0	4%	6%	23	-2%	-1.4	35	4%	i	6%	840	0.0%
